Bcl-xL primary: blocks human Bcl-xL binding to Bim BH3 peptide. Q07817. GST-Bcl-xL / FITC-Bim BH3 peptide fluorescence polarization. inhibition, % at 10.9 µM. 320,000 tested, 0.7% active. AID 2129;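 active = inhibition above the mean of all tested compounds plus 3 SD, cutoff set per campaign, cut at about 30% in these data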;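 also: 0% = DMSO wells and 100% = unlabeled Bim-BH3 peptide competitor; inhibitors lower millipolarization by displacing the labeled peptide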
CIT2-GFP yeast: alters CIT2-GFP fluorescence in TOR pathway yeast screen. GFP response vs DMSO, % at 10 µM. 320,000 tested, 0.065% active. S. cerevisiae CIT2-GFP strain, flow cytometry, 3 h; 100 means same as DMSO wells;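 active = GFP response relative to DMSO above a set limit, near the screen mean plus 3 SD, cut at about 150% in these data; inconclusive = Fewer than 70 cells measured for a yeast strain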;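 also: ratio of well median GFP fluorescence to mean of DMSO wells on the plate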
AGP1 TOR yeast: alters AGP1-GFP fluorescence in TOR pathway yeast screen. S. cerevisiae AGP1-GFP multiplex flow cytometry, 3 h; GFP as percent of DMSO wells. GFP response vs DMSO, % at 10 µM. 320,000 tested, 0.02% active;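 active = GFP response relative to DMSO above a set limit, near screen average plus 3 SD, cut at about 150% in these data; inconclusive = fewer than 70 cells counted for the yeast strain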;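 also: median GFP channel fluorescence of the gated AGP1 strain per well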
MEX-5 binding: C. elegans MEX-5 TCR-2 RNA binding activity. Q9XUB2. MEX-5/FITC-TCR2 RNA binding, fluorescence polarization; hits give low values. activity score (negative = inhibition of binding), % at 10 µM. 300,000 tested, 0.38% active;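 active = inhibition past about -25% in most replicates, and total fluorescence under double the plate's negative control median, limit read from the data; inconclusive = replicates evenly split on the limit, or fluorescence at least double controls; inactive = too little inhibition in most replicates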;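 also: 0% = DMSO and -100% = 5 µM competing unlabeled TCR2 RNA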
GLD-1 TGE inh: GLD-1-TGE RNA interaction inhibition (C. elegans). purified GLD-1 + fluorescein TGE RNA, fluorescence polarization. inhibition, % at 5.96 µM. 320,000 tested, 0.44% active. AID 2280;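 active = percent inhibition above a per-plate cutoff, the plate mean of test compounds plus 3 SD, cut at about 30% in these data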;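 also: 0% = DMSO wells with GLD-1 and probe and 100% = wells lacking GLD-1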
MCL1-BIM inh: MCL1-BIM-BH3 interaction inhibition (human) | AID 2057 | Q07820 | 320,000 tested, 0.68% active | GST-MCL1 / FITC-Bim-BH3 fluorescence polarization | inhibition, % at 10.9 µM;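 active = inhibition above the mean inhibition of all tested compounds plus 3 SD, set per campaign, cut at about 40% in these data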;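 also: 0% = DMSO wells and 100% = unlabeled Bim-BH3 peptide control; higher means more loss of mP so more displacement of Bim peptide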
Target sequence (Q07820 whole entry, looked up): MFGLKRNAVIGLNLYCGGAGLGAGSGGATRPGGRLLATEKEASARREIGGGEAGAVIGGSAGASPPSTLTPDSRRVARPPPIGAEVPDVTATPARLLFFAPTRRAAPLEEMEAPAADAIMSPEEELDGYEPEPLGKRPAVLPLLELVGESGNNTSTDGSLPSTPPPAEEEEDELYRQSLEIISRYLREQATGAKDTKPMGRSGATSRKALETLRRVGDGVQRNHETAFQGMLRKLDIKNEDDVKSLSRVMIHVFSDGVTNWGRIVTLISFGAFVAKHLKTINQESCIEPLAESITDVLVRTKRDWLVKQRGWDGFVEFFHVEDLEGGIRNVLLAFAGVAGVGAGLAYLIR
Fam108B inh: counter-screen for RBBP9 inhibitors: inhibitors of mouse Fam108B; recombinant Fam108B, FP-Rh probe fluorescence polarization; inhibition, % at 9.51 µM; 300,000 tested, 0.33% active; AID 1947;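 active = inhibition above the screen mean inhibition plus 3 SD, computed separately per campaign, cut at about 18% in these data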;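 also: inhibitors lower polarization as less probe binds the enzyme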
GRK2 aptamer HTS: blocks RNA aptamer binding to human GRK2. 330,000 tested, 0.59% active. AID 488847. inhibition of aptamer binding, % at 10 µM. bead flow cytometry, FAM-aptamer displacement from GRK2. P25098;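 active = inhibition of aptamer binding above 40%, roughly 3 SD of noise, on plates passing a quality check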;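 also: median bead fluorescence of bound FAM aptamer so fluorescent compounds give negative values; no value below 0 was filed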
Target sequence (P25098 whole entry, looked up): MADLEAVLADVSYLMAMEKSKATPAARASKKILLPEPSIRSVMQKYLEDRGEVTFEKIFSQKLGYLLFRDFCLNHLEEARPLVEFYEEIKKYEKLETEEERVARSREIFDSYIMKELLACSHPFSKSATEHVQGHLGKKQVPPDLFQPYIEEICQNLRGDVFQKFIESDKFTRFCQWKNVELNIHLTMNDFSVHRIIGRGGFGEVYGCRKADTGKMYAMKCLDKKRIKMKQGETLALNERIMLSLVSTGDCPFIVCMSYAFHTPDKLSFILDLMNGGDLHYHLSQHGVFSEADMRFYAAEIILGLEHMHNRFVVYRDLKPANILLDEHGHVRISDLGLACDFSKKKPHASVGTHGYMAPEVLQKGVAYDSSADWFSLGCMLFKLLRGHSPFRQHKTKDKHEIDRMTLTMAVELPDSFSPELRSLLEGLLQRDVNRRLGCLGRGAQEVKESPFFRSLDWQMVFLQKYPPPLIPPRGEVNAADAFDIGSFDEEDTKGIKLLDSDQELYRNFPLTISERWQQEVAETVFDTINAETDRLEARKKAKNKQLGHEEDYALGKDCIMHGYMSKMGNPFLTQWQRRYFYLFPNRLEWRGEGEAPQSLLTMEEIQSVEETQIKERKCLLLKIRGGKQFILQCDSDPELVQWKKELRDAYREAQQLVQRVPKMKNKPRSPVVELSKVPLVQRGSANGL
VLA-4 inh: inhibition in a human VLA-4 binding assay | P13612 | VLA-4 expressing cells, ligand binding flow cytometry | inhibition, % (about 7 µM as worked out from the volumes in the protocol) | 330,000 tested, 0.2% active | AID 2557; in the data active = inhibition above about 50%
* marks the source's active call; other numbers are inactive results; ? = inconclusive; nt = no result given. Rows were taken by chance; any-hit rate near 2.2%.

SMILES | Bcl-xL primary | CIT2-GFP yeast | AGP1 TOR yeast | MEX-5 binding | GLD-1 TGE inh | MCL1-BIM inh | Fam108B inh | GRK2 aptamer HTS | VLA-4 inh
COCCCNCCC(CCC(C)C)c1ccc2c(c1)OCO2 (centres undefined) | -2 | 89 | 101 | -2.7 | 1 | 2 | -1 | 0 | 2
O=C(CNCc1ccccn1)Nc1cc(C(F)(F)F)ccc1N1CCOCC1 | 0 | 95 | 99 | -3.5 | -3 | -3 | 2 | 5 | 0
COc1cccc(NC(=O)Cn2c(CCC(=O)O)ccc2-c2ccc(C)cc2)c1 | 8 | 100 | 110 | 0.8 | 4 | 0 | 1 | 0 | 0
N#C/C(=C/c1cc[nH]c1)C(N)=S | 23 | 113 | 117 | 0.5 | -2 | 22 | 4 | 0 | 8
CCn1c(SCC(=O)N/N=C/c2ccc(O)c(OC)c2)nc2ccccc21 | -2 | 111 | 100 | -1.0 | 0 | -2 | 2 | 1 | 1
O=C(CN(C(=O)c1csnn1)c1ccc(F)cc1)NCCc1ccccc1 | 4 | 98 | 100 | 1.4 | 3 | 3 | 6 | 1 | 10
COc1ccccc1C(=O)Nc1nnc(-c2ccc3c(c2)CCCC3)o1 | -2 | 83 | 96 | -3.9 | 0 | 5 | -3 | 0 | 24
NC(Cc1ccc(Oc2ccc(O)cc2)cc1)C(=O)O (centres undefined) | 7 | 100 | 95 | -1.5 | -1 | 9 | -10 | 0 | 32
COc1ccccc1NC(=O)CN1CCN(CC(=O)Nc2ccc(OC)c(OC)c2)CC1 | 3 | 72 | 86 | -0.2 | 5 | 0 | 5 | 0 | 10
CCNc1nc(N)nc(Oc2ccc(OCCOc3ccccc3)nn2)n1 | 6 | 103 | 104 | 0.7 | 2 | 1 | 2 | 0 | -3
COc1ccc(NC(=O)Nc2cc(C)ccc2F)cc1OC | 6 | 99 | 98 | 3.2 | 2 | 8 | 1 | 1 | 9
COc1cc(/C=C2\SC(=S)N(CCC(=O)Nc3ccc(O)cc3)C2=O)cc(OC)c1OC | 1 | 98 | 107 | -3.7 | -2 | 0 | 3 | 0 | 6
N#C/C(=C/c1ccccc1[N+](=O)[O-])C(=O)NCc1ccco1 | 24 | 99 | 98 | 3.8 | 11 | 20 | -2 | 0 | -8
CCOc1ccc(NC(=O)C(C)Oc2ccc(C#N)cc2)cc1S(=O)(=O)N1CCCC1 (centres undefined) | 4 | 99 | 101 | nt | 2 | 2 | nt | 0 | -6
CCN(CC)c1ccc(NC(=O)c2ccc3c(c2)OCO3)c(C)c1 | -1 | 103 | 100 | 0.3 | 3 | -2 | 3 | 0 | 23

Results in VLA-4 inh, GLD-1 TGE inh and CIT2-GFP yeast, for two of the compounds above:
mol | VLA-4 inh | GLD-1 TGE inh | CIT2-GFP yeast
N#C/C(=C/c1cc[nH]c1)C(N)=S | 8 | -2 | 113
CCn1c(SCC(=O)N/N=C/c2ccc(O)c(OC)c2)nc2ccccc21 | 1 | 0 | 111

Other compounds follow:
SMILES | Bcl-xL primary | CIT2-GFP yeast | AGP1 TOR yeast | MEX-5 binding | GLD-1 TGE inh | MCL1-BIM inh | Fam108B inh | GRK2 aptamer HTS | VLA-4 inh
O=C(NNc1cccc(Cl)n1)c1ccc(Cl)cc1Cl | -3 | 93 | 95 | 0.1 | 2 | 0 | -3 | 2 | 6
CC(=O)Nc1ccc(S(=O)(=O)NCCC(=O)Nc2ncccc2C)cc1 | 3 | 102 | 111 | -0.8 | 7 | 4 | 1 | 2 | 1
Cc1ccc(S(=O)(=O)N2CCN(C(=O)c3ccccc3)CC2)cc1 | 5 | 98 | 102 | 0.2 | 1 | 9 | -2 | 2 | 17
O=C(CO)C(O)C(O)C(O)CO (centres undefined) | 2 | 87 | 84 | nt | 5 | -1 | 1 | 1 | -7
Cc1ccccc1-n1nc2c(c1NC(=O)c1c(-c3ccccc3Cl)noc1C)CS(=O)(=O)C2 | 6 | 103 | 99 | -2.4 | -1 | 9 | 1 | 0 | 7
CCOC(=O)CSc1nc2ccc(N3CCOCC3)cc2c(=O)n1Cc1ccccc1 | 5 | 100 | 105 | -1.0 | 4 | 6 | 3 | 2 | 2
CCOC(=O)c1ccc(NS(=O)(=O)c2cc(C)ccc2OC)cc1 | 9 | 102 | 107 | 3.0 | 7 | 13 | 2 | 1 | 6
COC(=O)C1=C(C)NC(=O)CC1c1ccccc1OC (centres undefined) | 5 | 95 | 98 | 1.4 | -5 | -5 | -3 | 2 | -1
O=C(COC(=O)CSc1ccccc1)NCCNC(=O)COC(=O)CSc1ccccc1 | -5 | 99 | 104 | 3.0 | 1 | 0 | 2 | 0 | -3
Cc1ccc(NC(=O)COc2nc(C)cs2)cc1 | -8 | 94 | 95 | 3.0 | 1 | -5 | 0 | 0 | 0
CCCC(C(=O)NC1CCCC1)N(Cc1ccc(F)cc1)C(=O)c1snc(C(N)=O)c1N (centres undefined) | 3 | 102 | 101 | -2.8 | 2 | -2 | 1 | 2 | 8
O=S(=O)(NC1CC1)c1ccc2c3c(cccc13)CC2 | 1 | 97 | 96 | -1.2 | -6 | -3 | -2 | 0 | 2
Cc1cccc2sc(NNC(=O)c3ccc4c(c3)OCCO4)nc12 | -3 | 97 | 98 | -4.7 | -2 | -8 | 2 | 3 | 6
O=C(Nc1ccccc1C(=O)O)c1cccc(N2C(=O)c3ccccc3C2=O)c1 | 6 | 103 | 105 | -1.9 | 12 | -1 | 0 | 7 | 3
NC(=O)/C(=C/c1ccc2c(c1)OCO2)NC(=O)c1ccco1 | 6 | 99 | 99 | -3.4 | -8 | 6 | 0 | 11 | 6
Cn1cc(CN2CCN(Cc3ccccc3)CC2)c(-c2cccc(Cl)c2)n1 | 1 | 109 | 105 | 2.8 | 4 | 5 | -4 | 0 | 7
Cc1ccnc(NS(=O)(=O)c2ccc(NS(C)(=O)=O)cc2)n1 | 3 | 106 | 106 | 1.7 | 5 | 3 | 2 | 0 | 7
NS(=O)(=O)c1ccc(NC(=O)C2CCCO2)cc1 (centres undefined) | 6 | 101 | 94 | -3.7 | 4 | 2 | 2 | 4 | 17
O=C(CCCCn1c(=O)[nH]c2ccccc2c1=O)NC1CCN(Cc2ccccc2)CC1 | 1 | 91 | 101 | -0.4 | -2 | 3 | 2 | 0 | 3
O=C(c1ccc(F)cc1)N1CCCC(C(=O)N2CCc3ccccc3C2)C1 (centres undefined) | 1 | 109 | 100 | -2.2 | -2 | -6 | -2 | 0 | -6
COc1ccc2nc(SCC(=O)Nc3c(C)cccc3C)[nH]c2c1 | 0 | 88 | 92 | -1.1 | 5 | 6 | -4 | 0 | 8
COc1cccc(CNC(=O)c2cnc(-c3ccccn3)nc2C(F)(F)F)c1 | 8 | 87 | 87 | -0.5 | 7 | 1 | 4 | 0 | 0
Cc1ccc(NS(=O)(=O)c2ccc(C)c(C(=O)N3CCOCC3)c2)cc1 | 2 | 110 | 97 | 0.7 | 8 | 4 | 2 | 1 | 18
C#Cc1ccc(CN2CCC(C(=O)Nc3ccc(Oc4ccccc4)nc3)CC2)cc1 | 1 | 97 | 98 | nt | 1 | 2 | -3 | 1 | 9
CC(C)n1cnnc1SCC(=O)NCC(=O)Nc1ccc(F)cc1 | -2 | 88 | 94 | nt | 4 | 1 | nt | 0 | 7
COc1cc(-c2noc(C)c2C(=O)NCCCn2ccnc2)cc(OC)c1OC | nt | 87 | 97 | nt | 0 | nt | nt | 4 | 0
CCn1cc(CN(C)C(=O)/C=C/c2ccc([N+](=O)[O-])cc2)c(C)n1 | -2 | 96 | 99 | 2.9 | 0 | -1 | -1 | 8 | 8
O=C(c1ccccc1)c1c(O)cc(-c2ccccc2)oc1=O | 3 | 89 | 89 | 1.9 | 3 | 0 | -5 | 16 | 2
CCOc1cc(/C=C\c2nc(O)c([N+](=O)[O-])c(=O)[nH]2)ccc1OC(C)CC (centres undefined) | 7 | 108 | 99 | -2.3 | -3 | 3 | -1 | 0 | -9
CC1CCCCC1NC(=O)C1CCN(S(=O)(=O)c2ccc(-n3cnnn3)cc2)CC1 (centres undefined) | -1 | 102 | nt | 0.5 | 0 | -7 | -7 | 0 | 9

Taken from above.
Result of Cc1ccnc(NS(=O)(=O)c2ccc(NS(C)(=O)=O)cc2)n1 in MEX-5 binding: 1.7
Result of COc1cc(-c2noc(C)c2C(=O)NCCCn2ccnc2)cc(OC)c1OC in GLD-1 TGE inh: 0
Result of Cn1cc(CN2CCN(Cc3ccccc3)CC2)c(-c2cccc(Cl)c2)n1 in VLA-4 inh: 7
Result of CCn1cc(CN(C)C(=O)/C=C/c2ccc([N+](=O)[O-])cc2)c(C)n1 in MEX-5 binding: 2.9
Result of O=C(c1ccccc1)c1c(O)cc(-c2ccccc2)oc1=O in AGP1 TOR yeast: 89

Additional entries follow.
SMILES | Bcl-xL primary | CIT2-GFP yeast | AGP1 TOR yeast | MEX-5 binding | GLD-1 TGE inh | MCL1-BIM inh | Fam108B inh | GRK2 aptamer HTS | VLA-4 inh
COc1ccc(C2C(C(C)=O)=C(O)C(=O)N2CCc2c[nH]c3ccccc23)cc1 (centres undefined) | 7 | 100 | 100 | -2.6 | 1 | 6 | -2 | 1 | -13
O=c1[nH]cccc1-c1nc2ccccc2[nH]1 | 3 | 102 | 107 | 12 | 0 | 2 | 0 | 0 | 5
CCOc1cc(N2CCOCC2)c(OCC)cc1NC(=O)c1cc(S(=O)(=O)N2CCOCC2)ccc1C | nt | 104 | 110 | nt | 1 | nt | nt | 8 | 6
Cc1cccc(C)c1NC(=O)CNC(=O)c1c(C)nn(-c2ccccc2)c1Cl | -2 | 100 | 105 | 0.1 | -3 | -4 | 0 | 2 | -5
Clc1cccc(N2CCN(Cc3ccc(Br)o3)CC2)c1 | nt | 103 | 105 | -0.5 | nt | nt | nt | 0 | 7
COc1ccc(C2Nc3ccccc3C(=O)N2Cc2ccccc2)cc1 (centres undefined) | 1 | 107 | 102 | 0.9 | 1 | 8 | -4 | 0 | 17
O=C(N/N=C/c1cc(Br)cs1)c1ccccc1[N+](=O)[O-] | 0 | 96 | 89 | -1.6 | -11 | 4 | -9 | 2 | 6
CCOc1cc(NC(=O)c2cccs2)c(OCC)cc1NC(=O)c1cccnc1 | 3 | 90 | 88 | -0.3 | 11 | 5 | 3 | 2 | 0
CC1(C)CC(=O)C([N+](=O)[O-])=C(NCCCC(=O)O)C1 | -1 | ? | ? | 0.1 | 7 | -2 | 2 | 0 | 21
COc1cccc(CN(C)C(=O)CNC(=O)c2cccs2)c1OC | -2 | 100 | 109 | -1.7 | 4 | -3 | -2 | 2 | 1
CC(C)Cn1c(SCC(=O)NCc2ccco2)nnc1-c1ccncc1 | 8 | 92 | 94 | 2.3 | 7 | 8 | -1 | 2 | -3
O=C(Nc1cccc(S(=O)(=O)N2CCCCC2)c1)C1CC(=O)N(Cc2ccccc2)C1 (centres undefined) | 2 | 97 | 106 | nt | 6 | 0 | nt | 31 | 2
COc1ccc(S(=O)(=O)N2CCOCC2)cc1NC(=O)C1CCCN1C(=O)c1cccs1 (centres undefined) | -4 | 115 | 117 | nt | 3 | -7 | nt | 0 | -11
Cc1cccc(N2CCN(CC3CCCCC3)CC2)c1C | 2 | 107 | 101 | 0.2 | 5 | 3 | 2 | 0 | 5
C=CCn1c(-c2cccnc2Cl)nc2ccccc21 | 7 | 100 | 102 | -0.4 | 2 | 7 | 3 | 0 | 11

Bioassay records: PubChem BioAssay, several laboratories
